Statin myotox sup: suppression of simvastatin myotoxicity; C2C12 myotubes + simvastatin, ATP luminescence, 48 h; scaled: DMSO 0, geranylgeraniol control 100; rescue of ATP level, % at 7.49 µM; 0.78% of 330,000 active;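 active means mean ATP rescue above about 67%, or every replicate alone reaching that limit, limit read from the data, passing the limit was not always enough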;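 further: myotubes were challenged with 10 µM simvastatin during compound exposure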
PglD inh: inhibitors of Campylobacter jejuni PglD acetyltransferase; purified PglD enzyme, DTNB colorimetric CoA detection; inhibition, % at 12.5 µM; 0.098% of 360,000 active; AID 602405; in the data active means inhibition above about 16%, passing the limit was not always enough; further: strong numbers were not always called active
INS-1E GSIS act: GLuc luminescence reporter in INS-1E cells, primary screen for activators of glucose-dependent secretion of insulin. INS-1E GLuc reporter insulin secretion, 2-3 h. activation, % at 16.6 µM. 0.61% of 370,000 active. AID 743287;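 active means lowest replicate activation of at least 40%, so every replicate reaches that level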;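 further: 0% = median of neutral control wells and 100% = median of IBMX positive control wells; some compounds called inactive have numbers as strong as hits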
ARNT TACC3 PPI: disruptors of human ARNT/TACC3 interaction. Q9Y6A5. AlphaScreen His-ARNT PAS-B/GST-TACC3 binding, luminescence; TACC3 fragment carries E629A point mutation. inhibition, % at 9.99 µM. 0.66% of 390,000 active. AID 623870;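 active means mean inhibition of replicates at least 50% and at least half of replicates each reaching 50%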;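 further: 0% = complete ARNT plus TACC3 wells and 100% = ARNT alone without TACC3; many hits fall short of the cut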
PGC1a acetyl inh: modulators of PGC1a acetylation; inhibition, % at 15.6 µM; U2OS PGC1a acetylation, AlphaScreen anti-acetyl-lysine; with virally co-expressed GCN5 acetyltransferase; 0.17% of 350,000 active;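 active means every replicate shows inhibition of at least 40%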;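 further: 0% = neutral control wells and 100% = positive control wells; some results beyond the cut were filed as inactive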
PAX8 inh HTS: lowers PAX8-driven luciferase in RMG-I cells | RMG-I TPO-luciferase reporter, SteadyGlo, 24 h | inhibition, % at 12.6 µM | 1.2% of 360,000 active | AID 652154;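 active means mean replicate inhibition at least 60% with every replicate also reaching 60%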;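 further: luciferase light reporting Pax8 driven TPO promoter activity; plate controls were median of neutral control wells for no effect and mitoxantrone controls for full effect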
LGR2 antag: inhibitors of bursicon-induced Drosophila LGR2 receptor cAMP signaling. 0.35% of 380,000 active. HEK293 LGR2, CRE-luciferase, bursicon-stimulated, 4 h. inhibition, % at 9.99 µM;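 active means drop in luminescence signal, shown as inhibition above about 50% in the replicate tests, limit read from the data, passing the limit was not always enough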;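 further: agonist challenge used bursicon conditioned medium at about half maximal strength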
Cneo AK release: Cryptococcus neoformans lysis via adenylate kinase release; C. neoformans lysis, adenylate kinase release luminescence, 4 h; normalised: neutral wells 0, clomiphene wells 100; AID 651654; lysis activity, % at 15 µM; 0.2% of 360,000 active;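 active means mean lysis activity across replicates of at least 80%, whatever share of replicates individually reach that level; inactive means mean lysis activity below 80%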
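Material: C. neoformans cells; Schedule: 4 h static compound exposure, 37 °C, read 1 h post-reagent; Measured by: adenylate kinase release luminescence; Read-out: signal increase indicating cell lysis; Controls: Clomiphene as positive lysis control.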
Active calls of the source: *; x = no result given.

smiles,Statin myotox sup,PglD inh,INS-1E GSIS act,ARNT TACC3 PPI,PGC1a acetyl inh,PAX8 inh HTS,LGR2 antag,Cneo AK release
C[C@@H]1CCCCO[C@H](CN(C)Cc2ccc(C(=O)O)cc2)[C@@H](C)CN([C@H](C)CO)C(=O)c2cc(NS(=O)(=O)c3ccc(Cl)cc3)ccc2O1,x,2,10,-7,-2,-3,8,3
Cc1occc1C(=O)N1CCCC(Nc2ccc(F)c(F)c2)C1 (stereo not drawn),4,2,-2,-5,4,x,-4,-2
C=CCNC(=S)Nc1ccc(N2CCOCC2)c(S(=O)(=O)Nc2ccccc2Cl)c1,-118,1,-5,1,-12,14,1,-3
COc1ccc(S(=O)(=O)N(Cc2ccccc2)Cc2nc3ccccc3c(=O)[nH]2)cc1,13,0,-8,-4,10,x,3,1
COC(=O)c1ccc2cn[nH]c2c1,-3,1,24,x,2,2,8,0
CCCc1c(C(=O)Nc2ccc(F)cc2)cnn1-c1ccccc1,x,-1,-42,-1,10,2,4,-6
CCCn1c(SCC(=O)Nc2cccc(C(=O)OCC)c2)nnc1-c1ccoc1C,-9,-3,x,-4,x,x,x,0
CC(CCc1ccccc1)NC(=O)COC(=O)c1cccnc1Cl (stereo not drawn),4,0,x,-1,x,1,x,1
CC1CCN(Cc2c(C(=O)N/N=C/c3cccc(Cl)c3)nnn2-c2nonc2N)CC1,9,-1,0,x,-3,2,12,0
CC(C)CNC(=O)NC(=O)COC(=O)c1ccccc1Sc1ccc(C(F)(F)F)cc1[N+](=O)[O-],x,-4,19,0,6,24,5,x
CCOC(=O)C1CCN(C(=O)C2CCN(c3nnc(-n4cccc4)s3)CC2)CC1,-2,-2,-1,-5,-3,3,10,1
CCOC(=O)c1sc(NC(=O)c2cccc(S(=O)(=O)N3c4ccccc4CC3C)c2)cc1C (stereo not drawn),x,x,-5,-3,x,4,20,x
Cc1ccc2[nH]c(=O)c(CN(CCc3ccccc3)Cc3nnnn3CC3CCCO3)cc2c1 (stereo not drawn),-8,5,x,-3,-25,x,x,15
C[C@@H](NC(=O)C[C@@H]1CC[C@H](NC(=O)C2CCC2)[C@@H](CO)O1)c1ccccc1,-7,-1,0,0,-1,-6,11,-2
O=C(NNC(=O)c1cc(-c2ccccc2)n(-c2ccccc2)n1)c1cccc([N+](=O)[O-])c1,x,x,5,1,x,3,1,x
CCCNC(=O)c1ccc(N2CCC3(CC2)CC(c2ccccc2)=NO3)c(NC(=O)Cc2ccc(F)cc2)c1,0,-3,-15,x,5,10,-3,0
O=C(Nc1ccc(F)cc1)Nc1ccc2c(c1)[C@H]1C[C@H](CC(=O)N3CCCCC3)O[C@H](CO)[C@H]1O2,1,3,-5,-7,5,10,16,-1
Cc1cccc(-n2c(SCC(=O)N3CCCC3)nnc2-c2ccccn2)c1C,x,3,3,x,-3,x,0,2
Cc1ccc(/C=N\NC(=O)c2ccc3c(c2)OCO3)o1,-8,0,-1,7,7,-40,-19,-5
C[C@@H]1CN([C@H](C)CO)C(=O)c2cc(NC(=O)Nc3ccccc3)ccc2O[C@H]1CN(C)Cc1ccc(Oc2ccccc2)cc1,-11,1,-5,4,-13,5,2,2
O=c1[nH][nH]c2cc([N+](=O)[O-])ccc12,0,3,x,5,x,0,19,-1
CCOC(=O)Cn1c2c(c(=N)c3c1CCC3)CCC2,15,2,x,-12,-14,x,x,2
COc1ccc(S(=O)(=O)N2CCCC(C(=O)O)C2)cc1 (stereo not drawn),x,-5,x,-5,1,x,x,-3
CC(=O)NC(c1cc(Cl)c2cccnc2c1O)C1CC1 (stereo not drawn),11,0,x,69*,20,27,30,2
COc1ccc(N2CCN(C(=O)C3CCN(S(=O)(=O)N4CCOCC4)CC3)CC2)cc1,9,-1,x,0,-10,x,x,-2
CCC(C)(C(=O)NC1CCCC1)N(C(=O)Cc1cccs1)c1c(C)n(C)n(-c2ccccc2)c1=O (stereo not drawn),x,x,-5,-2,1,-4,5,x
Cc1cccc(NC(=O)CCCN2C(=O)C(c3ccccc3)Oc3cccnc32)c1C (stereo not drawn),9,x,16,2,3,-2,6,x
CN(CC(=O)N1CCN(c2ccccn2)CC1)S(=O)(=O)c1ccc(Cl)cc1,-2,3,-1,-3,-11,2,15,1
CN1c2ccc(C#Cc3cccnc3)cc2[C@@H]2[C@@H](CCN2S(=O)(=O)c2ccc(F)cc2)[C@H]1CO,-26,5,0,-7,1,14,3,-3
Cc1ccc2cc3c(=O)n(C)cc(C=O)c3nc2c1,x,x,0,2,8,1,7,x
O=C(COC(=O)CCCC1=NS(=O)(=O)c2ccccc2N1)Nc1ccc(Br)cc1,4,1,10,x,-10,11,14,-15
CN1/C(=c2/s/c(=C3/C(=O)N(c4ccccc4)NC3=Nc3ccccc3)n(C)c2=O)C(C)(C)c2ccccc21,27,2,x,4,x,x,x,1
COc1ccccc1NC(=O)c1cc(S(=O)(=O)N2CCC3(CC2)OCCO3)ccc1F,-19,-2,-3,4,-90,x,16,-2
COC(=O)c1ccc(N2CCN(CC(=O)c3ccc(C)cc3)CC2)c([N+](=O)[O-])c1,10,3,12,40,6,12,3,-6
Cc1cccc(C)c1NC(=O)CNC(=O)c1c(C)nn(-c2ccccc2)c1C,x,x,-9,1,x,1,-7,x
CCOC(=O)C1CCN(S(=O)(=O)NC[C@H]2O[C@@H](n3cnc4c(N)ncnc43)[C@H](O)[C@@H]2O)C1 (stereo partly drawn),6,0,61,0,4,0,-1,1
COc1ccc(-n2c(C)c(C(=O)O)c3cc(OC)c4ccccc4c32)cc1,x,0,2,-3,1,15,4,1
Clc1ccc2c(c1)Nc1ccccc1CC2,x,-3,x,2,-6,-13,x,4
CC1CCCCC12NC(=O)N(CC(=O)OCc1ccc(Br)cc1)C2=O (stereo not drawn),5,-5,-6,0,x,-1,3,1
O=C(NCc1ccco1)c1nn2c(C(F)(F)F)cc(-c3cccs3)nc2c1Cl,-1,-4,-22,6,4,x,-17,-2
Cc1cc(C)n2nc(SCCOc3ccccc3F)nc2n1,5,1,-8,11,3,-61,-39,-3
CCN(C(=O)CN1C(=O)NC2(CCC(C)CC2)C1=O)C1CCCCC1 (stereo not drawn),1,-2,x,x,3,19,-16,10
CCCNC(=O)Nc1ccc2c(c1)OC[C@H](C)N(C(=O)c1ccccc1F)C[C@@H](C)[C@H](OC)CN(C)C2=O,-8,0,1,-7,11,0,13,0
CN1CCc2c(sc(NC(=O)C3CCCCC3)c2C(N)=O)C1,-15,4,17,-6,4,-10,-7,1
CCCC(=O)NC(=S)N1CCN(c2ccc([N+](=O)[O-])cc2)CC1,x,-5,-8,-1,13,5,-15,-3
COc1cccc(-c2[nH]nc3c2C(c2ccsc2)C(C#N)=C(N)O3)c1 (stereo not drawn),-11,-1,x,11,3,x,x,-2
COc1ccc(CNC(=O)C[C@@H]2C=C[C@H](NC(=O)Nc3ccc4c(c3)OCO4)[C@H](CO)O2)cc1,8,3,-2,-19,1,-15,-7,-4
CC(=O)Nc1cc(-c2cccc(C(=O)NCCN(C)C)c2)cn2c(-c3ccc(S(C)(=O)=O)cc3)cnc12,-8,0,1,x,x,-5,6,1
O=C(c1cccc(F)c1)N1CCCCN2[C@H](CO)[C@H](c3ccc(C#CC4(O)CCCC4)cc3)[C@@H]2C1,-7,-33,-4,-9,-2,18,-3,1
C[C@@H](NC(=O)C[C@H]1C[C@H]2c3cc(NS(C)(=O)=O)ccc3O[C@H]2[C@@H](CO)O1)c1ccccc1,-3,1,21,-11,2,2,13,0

Carrying on.
smiles,Statin myotox sup,PglD inh,INS-1E GSIS act,ARNT TACC3 PPI,PGC1a acetyl inh,PAX8 inh HTS,LGR2 antag,Cneo AK release
Cc1ccc(C)c(NC(=O)COC(=O)c2ccc(S(=O)(=O)N3CCCC3)cc2)c1,0,-2,8,x,0,-13,-6,1
Cc1ccccc1C(=O)N1CCC(C(=O)NCc2ccc(Cl)cc2)CC1,-4,-3,-4,-1,-6,-1,7,1
O=C(Nc1ccccc1)[C@H]1[C@H](CO)[C@H]2Cn3c(cccc3=O)[C@H]2N1CC1CC1,27,3,5,-9,x,x,-17,-4
CCc1ccc(-c2nc(CS(=O)CC(=O)NCc3ccccc3)c(C)o2)cc1 (stereo not drawn),3,1,12,0,5,11,2,-5
c1ccc(Nc2ccccn2)cc1,2,0,x,-6,2,-27,x,5
Cc1noc(C)c1S(=O)(=O)Nc1ccc2c(c1)CC(=O)N([C@@H](C)CO)C[C@@H](C)[C@@H](CN(C)Cc1ccncc1)O2,-49,-1,-7,15,3,-3,-13,1
CC(=O)OC1CCC2(C)C3CCC4(C)C(C(C)=O)CCC4C3CC3OC32C1 (stereo not drawn),3,1,x,0,-6,-7,-21,0
CC(C)OC(=O)c1c(-c2ccc(C(C)C)cc2)csc1NC(=O)C1CCCO1 (stereo not drawn),-10,-4,x,-5,-3,x,x,1
Cc1ccc(S(=O)(=O)NC(=O)N2CCCN(Cc3ccc(F)cc3)CC2)cc1,6,-1,x,-1,x,3,-12,0
O=C(N[C@@H]1C=C[C@H](CC(=O)N2CCN(c3ccccc3)CC2)O[C@@H]1CO)c1ccncc1,4,5,13,-5,-5,-17,-3,8

An excerpt of these results, with values under each structure.
Below each compound: Statin myotox sup	PglD inh	INS-1E GSIS act	ARNT TACC3 PPI	PGC1a acetyl inh	PAX8 inh HTS	LGR2 antag	Cneo AK release
> CCCC(=O)NC(=S)N1CCN(c2ccc([N+](=O)[O-])cc2)CC1
 : x	-5	-8	-1	13	5	-15	-3
> COc1cccc(-c2[nH]nc3c2C(c2ccsc2)C(C#N)=C(N)O3)c1 (stereo not drawn)
 : -11	-1	x	11	3	x	x	-2
> COc1ccc(CNC(=O)C[C@@H]2C=C[C@H](NC(=O)Nc3ccc4c(c3)OCO4)[C@H](CO)O2)cc1
 : 8	3	-2	-19	1	-15	-7	-4
> CC(=O)Nc1cc(-c2cccc(C(=O)NCCN(C)C)c2)cn2c(-c3ccc(S(C)(=O)=O)cc3)cnc12
 : -8	0	1	x	x	-5	6	1
> O=C(c1cccc(F)c1)N1CCCCN2[C@H](CO)[C@H](c3ccc(C#CC4(O)CCCC4)cc3)[C@@H]2C1
 : -7	-33	-4	-9	-2	18	-3	1
> C[C@@H](NC(=O)C[C@H]1C[C@H]2c3cc(NS(C)(=O)=O)ccc3O[C@H]2[C@@H](CO)O1)c1ccccc1
 : -3	1	21	-11	2	2	13	0
> Cc1ccc(C)c(NC(=O)COC(=O)c2ccc(S(=O)(=O)N3CCCC3)cc2)c1
 : 0	-2	8	x	0	-13	-6	1
> Cc1ccccc1C(=O)N1CCC(C(=O)NCc2ccc(Cl)cc2)CC1
 : -4	-3	-4	-1	-6	-1	7	1
> O=C(Nc1ccccc1)[C@H]1[C@H](CO)[C@H]2Cn3c(cccc3=O)[C@H]2N1CC1CC1
 : 27	3	5	-9	x	x	-17	-4
> CCc1ccc(-c2nc(CS(=O)CC(=O)NCc3ccccc3)c(C)o2)cc1 (stereo not drawn)
 : 3	1	12	0	5	11	2	-5
> c1ccc(Nc2ccccn2)cc1
 : 2	0	x	-6	2	-27	x	5
> Cc1noc(C)c1S(=O)(=O)Nc1ccc2c(c1)CC(=O)N([C@@H](C)CO)C[C@@H](C)[C@@H](CN(C)Cc1ccncc1)O2
 : -49	-1	-7	15	3	-3	-13	1
> CC(=O)OC1CCC2(C)C3CCC4(C)C(C(C)=O)CCC4C3CC3OC32C1 (stereo not drawn)
 : 3	1	x	0	-6	-7	-21	0
